FBW7 activator = FBW7 E3 ligase activators, primary screen, biochemical, AlphaScreen, human. actives 0.13% (n = 650,000). normalized activity (activation), % at 26.1 µM. AlphaScreen FBW7–phospho-cyclin E peptide binding, activator screen; in the data active means normalized activity above about 1.9%;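 further: purified mutant Fbw7 with reduced substrate affinity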
Target sequence (Q969H0 whole entry, looked up): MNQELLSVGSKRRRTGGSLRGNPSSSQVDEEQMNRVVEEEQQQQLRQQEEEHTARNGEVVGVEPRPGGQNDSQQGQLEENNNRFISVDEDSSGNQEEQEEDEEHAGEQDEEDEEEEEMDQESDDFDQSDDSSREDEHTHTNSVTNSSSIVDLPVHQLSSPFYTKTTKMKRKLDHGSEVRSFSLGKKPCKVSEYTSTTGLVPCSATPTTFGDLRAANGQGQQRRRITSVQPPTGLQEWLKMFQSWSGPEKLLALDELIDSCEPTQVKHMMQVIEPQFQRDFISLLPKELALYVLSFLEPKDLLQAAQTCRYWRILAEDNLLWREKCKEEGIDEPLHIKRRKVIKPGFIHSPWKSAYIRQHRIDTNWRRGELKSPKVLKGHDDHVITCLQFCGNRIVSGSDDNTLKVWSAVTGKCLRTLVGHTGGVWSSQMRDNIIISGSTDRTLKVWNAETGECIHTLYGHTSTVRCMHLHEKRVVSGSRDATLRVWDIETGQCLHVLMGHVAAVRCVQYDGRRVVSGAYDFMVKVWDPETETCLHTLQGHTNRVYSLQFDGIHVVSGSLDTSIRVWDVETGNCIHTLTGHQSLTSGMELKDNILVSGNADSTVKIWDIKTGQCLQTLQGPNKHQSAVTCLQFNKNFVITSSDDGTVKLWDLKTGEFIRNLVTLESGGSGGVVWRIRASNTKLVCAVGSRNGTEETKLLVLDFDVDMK
TEAD-YAP inh = TEAD-YAP interaction inhibition, primary screen, TEAD-YAP interaction inhibitor project, luminescence, HEK-TIYL cells. inhibition, % at 9.12 µM. TEAD-Gal4/YAP UAS-luciferase luminescence. actives 1.4% (n = 640,000); in the data active means inhibition above about 32%;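 further: 0% = median of test compound wells and 100% = reference inhibitor wells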
MITF inh = MITF inhibitors, primary screen, biochemical, AlphaScreen, human; Microphthalmia-associated transcription factor (Homo sapiens), O75030; AlphaScreen MITF homodimerization, bead proximity signal; inhibition, % at 2.6 µM; actives 0.91% (n = 650,000); AID 1259374, 2018; in the data active means inhibition above about 50%;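 further: 0% = vehicle wells with protein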
GPR151 ag = activators of human GPR151, primary screen, cell-based, PathHunter beta-arrestin, luminescence; PathHunter beta-arrestin GPR151 cells; G-protein coupled receptor 151 (Homo sapiens), Q8TDV0; activation, % at 11.2 µM; actives 1% (n = 650,000); in the data active means activation above about 4.9%;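 further: 0% = median of compound wells and 100% = cells with positive control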
Target sequence (Q8TDV0 whole entry, looked up): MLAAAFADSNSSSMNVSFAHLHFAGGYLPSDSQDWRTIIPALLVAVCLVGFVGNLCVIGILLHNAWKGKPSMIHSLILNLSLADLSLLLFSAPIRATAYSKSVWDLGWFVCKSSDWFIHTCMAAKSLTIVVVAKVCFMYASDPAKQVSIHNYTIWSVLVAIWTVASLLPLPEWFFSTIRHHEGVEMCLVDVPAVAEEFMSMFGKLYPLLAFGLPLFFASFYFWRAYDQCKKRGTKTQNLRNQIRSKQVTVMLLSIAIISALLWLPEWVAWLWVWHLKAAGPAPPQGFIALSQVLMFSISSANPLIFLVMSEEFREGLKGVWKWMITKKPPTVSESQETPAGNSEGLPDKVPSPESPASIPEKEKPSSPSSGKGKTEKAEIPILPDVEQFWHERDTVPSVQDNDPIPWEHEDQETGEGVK
Active calls of the source: *. Rows were taken by chance; about 3.5% have a hit in one of these screens.

SMILES | FBW7 activator | TEAD-YAP inh | MITF inh | GPR151 ag
O=C(Nc1cc(Oc2ccccc2)cc([N+](=O)[O-])c1)c1ccco1 | 0.1 | 30 | 1 | 1.1
Cc1cc(F)c(F)cc1C(=O)N1CCC(C)CC1 | -0.1 | 3 | 10 | 2.0
CC(=O)Nc1ccc(Nc2cc(Nc3cccc(N(C)C)c3)ncn2)cc1 | 0.0 | -11 | 1 | 0.8
CCC(C)(C)NC(=O)C(OC(=O)c1ccco1)c1ccccc1F (centres undefined) | 0.1 | 4 | 27 | -0.3
CC1(C)CC(NC(=O)/C=C/c2ccccc2)CC(C)(C)N1 | 0.1 | -2 | -1 | 1.2
c1ccc(OCc2nnc3sc(-c4cccnc4)nn23)cc1 | 0.2 | 1 | 64* | 0.9
COC(=O)CN1C(=O)c2ccc([N+](=O)[O-])cc2C1=O | -0.2 | 1 | 0 | -0.3
CSc1ccc(C2C3=C(CCCC3=O)Nc3ccc4nc(C)ccc4c32)cc1 (centres undefined) | 0.0 | -2 | 5 | 0.3
COc1cccc(-n2nc(C(=O)Nc3ccccc3C(F)(F)F)c3ccccc3c2=O)c1 | 0.0 | 0 | -7 | 2.0
N#CCCN(CCC#N)S(=O)(=O)Cc1ccccc1 | 0.1 | 1 | 9 | -0.7
O=C(COc1ccccc1Cl)NCCc1ccccc1 | 0.0 | -14 | 9 | -1.2
O=C(NCCCN1CCOCC1)c1csc2c1CCCC2 | 0.0 | -2 | -2 | 2.4
O=C(Cn1ncc2c1-c1ccccc1OC2)Nc1ccc(F)c(Cl)c1 | -0.1 | 9 | 6 | 1.6
CCCCCOC(=O)c1ccc(OC(=O)c2sc3ncn(CCC)c(=O)c3c2C)cc1 | 0.1 | 0 | -4 | 1.2
C=CCOc1ccc(/C(O)=C2/C(=O)C(=O)N(CCN3CCOCC3)C2c2ccc(Br)cc2)cc1C (centres undefined) | 0.0 | 4 | 12 | -1.2
COc1ccccc1S(=O)(=O)Nc1nc(-c2cccs2)cs1 | 0.0 | -17 | -22 | 0.6
O=S(=O)(NCc1cccnc1)c1ccc(-n2cnnn2)cc1 | 0.2 | -7 | -8 | 0.5
COc1ccccc1CCNC(=O)c1csc(C)c1 | 0.0 | -13 | 11 | -0.3
COC(=O)C1=CN(C2CCCC2)C=C(C(=O)OC)C1c1ccc(C(F)(F)F)cc1 | 0.0 | 11 | 1 | 1.9
Cc1ccc(CN[C@H]2C[C@H]3C(=O)N4CCC[C@@H]4C(=O)N3C2)c(C)c1 | -0.1 | 1 | 0 | 1.5
O=C(Nc1ccc(C(F)(F)F)cc1)c1ccc2c(c1)C(=O)N(CC1CCCO1)C2=O (centres undefined) | 0.1 | -9 | 1 | 1.4
Cc1ccc(-c2n[nH]c(=O)c3ccccc23)cc1S(=O)(=O)NCc1ccccc1 | -0.1 | -2 | 4 | 0.1
O=C(NCc1cccnc1)C1CC(c2ccc(F)cc2)=NO1 (centres undefined) | 0.1 | 2 | 5 | 1.6
COc1ccc(O)c(C(=O)CC2OC(=O)c3ccccc32)c1 (centres undefined) | -0.1 | -15 | 5 | 0.3
COC(=O)c1ccc(N2CC(O)=C(c3nc4ccccc4[nH]3)C2=N)cc1 | -0.1 | 2 | 6 | -0.8
(further entries)
SMILES | FBW7 activator | TEAD-YAP inh | MITF inh | GPR151 ag
CC1(C)OC1COc1c2ccoc2cc2oc(=O)ccc12 (centres undefined) | 0.0 | 3 | -5 | 0.1
Cc1nc(SCC(=O)NC(N)=O)c2c(-c3cccs3)csc2n1 | 0.5 | -4 | 8 | -0.6
CCN1C=C(C(=O)OC)C(c2cc3c(cc2Cl)OCO3)C(C(=O)OC)=C1 | 0.0 | -6 | -11 | 2.3
CCC(C)C(Nc1ncnc2c1oc1ccccc12)C(=O)O (centres undefined) | 0.2 | 12 | 13 | -1.0
O=C(NNc1c2ccccc2nc2ccccc12)c1cccc(O)c1 | 0.0 | 0 | 16 | 1.9
CC(=O)OC1C2CC(C1I)C(C(F)(F)F)(C(F)(F)F)N2 (centres undefined) | 0.0 | 1 | 10 | -0.3
OC1CCNC(=S)N1c1ccccc1 (centres undefined) | 0.7 | 7 | -1 | 0.0
O=S(=O)(N1CCCCC1)N1CCN(c2ccccc2F)CC1 | 0.0 | 2 | 8 | 0.2
O=C(Cn1nc(C(=O)N2CCOCC2)cc1-c1cccs1)NCCC1=CCCCC1 | -0.1 | 10 | -4 | 1.9
CC(=O)NC1C(OC2CCCCC2)OC(CO)C(O)C1O (centres undefined) | -0.1 | -6 | -1 | 0.0
COC(=O)CN(C)S(=O)(=O)c1cc(Cl)ccc1Cl | 0.1 | -8 | -2 | 0.9
CCN1CCN(C(c2ccc(C)cc2)c2sc3nc(-c4ccco4)nn3c2O)CC1 (centres undefined) | -0.1 | -2 | -11 | -0.7
O=C(Nc1cc(Cl)cc(Cl)c1)c1cccs1 | 0.2 | -4 | 8 | -0.6
CC1(C(=O)Nc2nc3ccccc3s2)CCCC1 | 0.1 | -62 | 21 | -0.8
COc1ccc(/C=N/NC(=O)c2cccc(F)c2)cc1 | 0.0 | -42 | -3 | -1.8
CCC(C)NC(=S)Nc1cccc(C)c1 (centres undefined) | 0.3 | 12 | 15 | -0.3
Cc1cc(I)ccc1NS(=O)(=O)c1cccc(C(=O)O)c1 | -0.1 | 0 | 14 | 0.4
COc1cc(Nc2nc(Nc3ccccc3)nc3nc[nH]c23)cc(OC)c1OC | 0.1 | 18 | 8 | 0.9
CN(/N=C/c1ccccn1)c1cnc2ccccc2n1 | -0.3 | -46 | 5 | -0.1
CN1CCN(C(=O)C2CCCN(S(=O)(=O)N3CCCCC3)C2)CC1 (centres undefined) | -0.1 | -7 | 65* | -0.6
CC(C1CCN(Cc2c(C(=O)N3CCOCC3)nc3ccccn23)CC1)N1CCCC1 (centres undefined) | -0.1 | -2 | -4 | 0.3
O=C(Oc1cccc2cccnc12)c1ccccc1 | -0.1 | 5 | -4 | -1.9
Cc1ccc(C(=O)Nc2ccccc2C(F)(F)F)cc1 | -0.1 | -38 | -1 | -1.7
C=CCc1cccc(/C=N/NC(=O)COc2ccccc2)c1O | -0.3 | 6 | -4 | -0.3
COc1ccccc1OCCN1CCN(c2ccccc2)CC1 | -0.1 | 14 | -1 | -0.3

For convenience, twelve of the compounds above:
SMILES | FBW7 activator | TEAD-YAP inh | MITF inh | GPR151 ag
CC1(C)OC1COc1c2ccoc2cc2oc(=O)ccc12 (centres undefined) | 0.0 | 3 | -5 | 0.1
Cc1nc(SCC(=O)NC(N)=O)c2c(-c3cccs3)csc2n1 | 0.5 | -4 | 8 | -0.6
CCN1C=C(C(=O)OC)C(c2cc3c(cc2Cl)OCO3)C(C(=O)OC)=C1 | 0.0 | -6 | -11 | 2.3
CCC(C)C(Nc1ncnc2c1oc1ccccc12)C(=O)O (centres undefined) | 0.2 | 12 | 13 | -1.0
O=C(NNc1c2ccccc2nc2ccccc12)c1cccc(O)c1 | 0.0 | 0 | 16 | 1.9
CC(=O)OC1C2CC(C1I)C(C(F)(F)F)(C(F)(F)F)N2 (centres undefined) | 0.0 | 1 | 10 | -0.3
OC1CCNC(=S)N1c1ccccc1 (centres undefined) | 0.7 | 7 | -1 | 0.0
O=S(=O)(N1CCCCC1)N1CCN(c2ccccc2F)CC1 | 0.0 | 2 | 8 | 0.2
O=C(Cn1nc(C(=O)N2CCOCC2)cc1-c1cccs1)NCCC1=CCCCC1 | -0.1 | 10 | -4 | 1.9
CC(=O)NC1C(OC2CCCCC2)OC(CO)C(O)C1O (centres undefined) | -0.1 | -6 | -1 | 0.0
COC(=O)CN(C)S(=O)(=O)c1cc(Cl)ccc1Cl | 0.1 | -8 | -2 | 0.9
CCN1CCN(C(c2ccc(C)cc2)c2sc3nc(-c4ccco4)nn3c2O)CC1 (centres undefined) | -0.1 | -2 | -11 | -0.7

(further entries)
SMILES | FBW7 activator | TEAD-YAP inh | MITF inh | GPR151 ag
CCOC(=O)COc1ccc(/C=C2/SC(=O)N(CC)C2=O)cc1 | 0.1 | -2 | 9 | 4.2
COc1ccc(CNC(=O)Nc2ccc(CC(=O)N3CCOCC3)cc2)cc1OC | 0.4 | 7 | 9 | -0.4
CC1(C(=O)NC(=S)Nn2cnnc2)CC1(Cl)Cl (centres undefined) | 0.1 | -10 | 11 | -0.3
COc1ccc(C2C(C(=O)O)c3cc(OC)c(OC)cc3C(=O)N2c2ccc(OC)cc2)cc1 (centres undefined) | 0.0 | 9 | 16 | 0.9
CCC(Sc1nc2n[nH]c(C)c2c(=N)n1-c1cccc(Cl)c1C)C(=O)N1CCOCC1 (centres undefined) | -0.1 | -17 | 5 | -0.8
Fc1ccc(CN2CCc3nnc(C4CCCO4)n3CC2)cc1F (centres undefined) | 0.1 | -5 | -6 | -0.4
O=C(CN1C(=O)NC2(CCCCCCC2)C1=O)Nc1ccccc1Br | 0.0 | 1 | -3 | -1.6
COc1nc2c(C)cccn2c(=O)c1C=O | 0.0 | 8 | 2 | 0.4
O=C1Cc2cc(S(=O)(=O)NCc3ccc4c(c3)OCO4)cc3c2N1CCC3 | 0.1 | 1 | 14 | 0.1
O=S(=O)(N/N=C/c1ccc2c(c1)OCCO2)c1ccc(Br)cc1 | 0.2 | -4 | -2 | 2.5
CC1(C)Cc2c(sc(NC(=O)c3nc4ccccc4s3)c2C(N)=O)C(C)(C)N1 | -0.2 | 6 | -2 | 2.5
Cc1n[nH]c(=O)nc1NCCN(C)C | 0.0 | 3 | 9 | 1.0
Cn1cc(/C=N\NC(=O)c2cccs2)c2ccccc21 | 0.0 | -55 | 4 | -1.4
CCOc1cc(C(=O)Nc2c3c(nn2-c2ccccc2C)CSC3)cc(OCC)c1OCC | 0.0 | 1 | -2 | 1.3
O=C(N1CCOCC1)N1CCCc2ccccc21 | 1.0 | -8 | -2 | -0.6
CCc1ccc(-n2c(=S)sc3c(=O)[nH]c(SCc4ccccc4Cl)nc32)cc1 | 0.0 | -6 | 24 | -0.5
COC(=O)C1=C(C)NC(=O)NC1c1ccc(C)cc1 (centres undefined) | 0.0 | 9 | 11 | -0.4
O=C(N/C(=C/c1ccco1)C(=O)N1CCCC1)c1ccsc1 | 1.1 | -5 | 18 | -0.1
Cc1ccc(-c2cc(C(=O)N3CCC[C@H]3CO)cc(-n3cnnn3)c2)s1 | -0.1 | -50 | -3 | -1.6
COc1ccc(NC(=S)N2CCC(O)(c3cccc(C(F)(F)F)c3)CC2)cc1 | 0.2 | -13 | -12 | -1.1
O=C(Nc1ccc(Cl)c([N+](=O)[O-])c1)/C(=C\c1ccccc1)NC(=O)c1ccccc1 | 0.1 | 2 | 18 | -1.3
Cc1cc(Cl)ccc1OCCCC(=O)NNC(=O)Cn1cnc2ccccc2c1=O | 0.0 | 7 | -4 | 0.9
Cc1ccc(CSc2cn(CCNC(=O)c3ccc(F)cc3)c3ccccc23)cc1 | 0.1 | -5 | 6 | 0.6
N=C1S/C(=C/c2ccc(-c3cccc(F)c3)o2)C(=O)N1c1nccs1 | 0.0 | -8 | -4 | 1.0
COc1ccc(CCNC(=O)c2noc3c2COc2ccc(C)cc2-3)c(OC)c1 | -0.1 | -8 | 4 | 0.3
More results.
SMILES | FBW7 activator | TEAD-YAP inh | MITF inh | GPR151 ag
COc1nc(NC2CC2)nc(-c2ccc(N3CCOCC3)nc2)n1 | 0.0 | 0 | -4 | -0.9
CCN1C/C(=C\c2ccc(O)c(OC)c2)c2nc3ccccc3c(C(=O)O)c2C1 | 0.2 | -11 | 22 | -1.3
COc1ccc(OC)c(NC(=O)CN2C(=O)COc3ccc(C)cc32)c1 | -0.1 | 3 | -5 | -1.0
Cc1ccc(NC(=S)N(CCN2CCCCCC2)Cc2ccco2)cc1C | -0.3 | -2 | -3 | 1.0
O=C(Cc1cccc2ccccc12)N/N=C/C=C/c1ccco1 | 0.0 | -27 | 1 | -0.1
OCCCNc1ccc2ncc(-c3ccccc3)n2n1 | -0.2 | 43* | 9 | 0.2
COc1ccc(OC)c2c(C)cc(N3CCN(CCOCCO)CC3)nc12 | -0.1 | 4 | -4 | -1.0
CCOc1ccc(OCC)c(NC(=O)C2=C(C)C(=O)OC23CCCCC3)c1 | 0.4 | 15 | 23 | -0.8
CCOC(=O)C1CCN(C(=S)Nc2ccc(CC)cc2)CC1 | -0.2 | -12 | -5 | -0.7
CCC(C)NC(=O)c1cc(Nc2ccc(OC)cc2OC)nc2ccccc12 (centres undefined) | 0.3 | 11 | 3 | 0.6
CCOC(=O)c1c(C)c(C(=O)NCCCc2ccccc2)c(C)n1C | 0.7 | -18 | 31 | -1.2
c1ccc2c(c1)CC(c1nc3ccc(-c4cn[nH]c4)cc3[nH]1)CCO2 (centres undefined) | -0.1 | 19 | 1 | -1.9
CCOc1ccc(C(=O)Nc2ccc(OC)cc2)cc1Br | -0.2 | 1 | -1 | -0.5
O=c1nc2n(-c3cccc(Cl)c3)c3cccc(Cl)c3cc-2c(=O)[nH]1 | 0.1 | 0 | -13 | -0.4
CC(=O)N(C1=C(N2CCOCC2)C(=O)c2ccccc2C1=O)C1CCCCC1 | -0.1 | 13 | 8 | 0.2
O=C(Nc1ccnn1C1CCN(C(=O)c2ccc(Cl)cc2)CC1)C1CC1 | 0.0 | 2 | 7 | 3.7
Cc1cc([N+](=O)[O-])nn1Cc1ccc(C(=O)OCC(=O)Nc2ccccc2F)cc1 | -0.1 | 1 | -1 | 0.8
O=C(Cn1ccc(=O)[nH]c1=O)NCc1ccc(Cl)cc1 | 0.1 | 3 | 6 | 1.0
C=CCSc1nnc2c(n1)OC(c1ccc(C)o1)N(C(C)=O)c1ccccc1-2 (centres undefined) | -0.1 | 8 | -14 | -0.3
